MITF primary = MITF inhibitors, primary screen, biochemical, AlphaScreen, human | Microphthalmia-associated transcription factor (Homo sapiens), O75030 | AlphaScreen MITF homodimerization, bead proximity signal | inhibition, % at 2.6 µM | 0.91% of 650,000 active; in the data active = inhibition above about 50%;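 note: 0% = vehicle wells with protein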
Target sequence (O75030 whole entry, looked up): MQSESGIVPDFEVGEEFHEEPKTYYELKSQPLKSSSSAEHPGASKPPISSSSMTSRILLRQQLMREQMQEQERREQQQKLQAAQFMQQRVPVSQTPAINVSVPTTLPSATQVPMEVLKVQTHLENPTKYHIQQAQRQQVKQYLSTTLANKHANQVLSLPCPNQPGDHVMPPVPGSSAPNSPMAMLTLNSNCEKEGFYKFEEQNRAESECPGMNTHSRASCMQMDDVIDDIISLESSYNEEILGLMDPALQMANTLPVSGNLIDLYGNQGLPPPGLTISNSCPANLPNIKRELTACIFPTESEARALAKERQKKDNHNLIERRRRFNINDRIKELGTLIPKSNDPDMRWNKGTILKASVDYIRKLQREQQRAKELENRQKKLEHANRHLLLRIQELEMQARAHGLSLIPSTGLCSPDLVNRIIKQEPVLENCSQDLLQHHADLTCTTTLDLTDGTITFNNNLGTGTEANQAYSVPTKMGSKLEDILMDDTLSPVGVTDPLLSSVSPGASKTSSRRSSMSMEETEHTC
TEAD-YAP block = TEAD-YAP interaction inhibition, primary screen, TEAD-YAP interaction inhibitor project, luminescence, HEK-TIYL cells; inhibition, % at 9.12 µM; TEAD-Gal4/YAP UAS-luciferase luminescence; 1.4% of 640,000 active; in the data active = inhibition above about 32%;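 note: 0% = median of test compound wells and 100% = reference inhibitor wells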
FBW7 act = FBW7 E3 ligase activators, primary screen, biochemical, AlphaScreen, human | 0.13% of 650,000 active | AID 1259310, 2017 | normalized activity (activation), % at 26.1 µM | AlphaScreen FBW7–phospho-cyclin E peptide binding, activator screen; in the data active = normalized activity above about 1.9%;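 note: purified mutant Fbw7 with reduced substrate affinity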
GPR151 ag = activators of human GPR151, primary screen, cell-based, PathHunter beta-arrestin, luminescence | PathHunter beta-arrestin GPR151 cells | 1% of 650,000 active | activation, % at 11.2 µM; in the data active = activation above about 4.9%;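 note: 0% = median of compound wells and 100% = cells with positive control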
Target sequence (Q8TDV0 whole entry, looked up): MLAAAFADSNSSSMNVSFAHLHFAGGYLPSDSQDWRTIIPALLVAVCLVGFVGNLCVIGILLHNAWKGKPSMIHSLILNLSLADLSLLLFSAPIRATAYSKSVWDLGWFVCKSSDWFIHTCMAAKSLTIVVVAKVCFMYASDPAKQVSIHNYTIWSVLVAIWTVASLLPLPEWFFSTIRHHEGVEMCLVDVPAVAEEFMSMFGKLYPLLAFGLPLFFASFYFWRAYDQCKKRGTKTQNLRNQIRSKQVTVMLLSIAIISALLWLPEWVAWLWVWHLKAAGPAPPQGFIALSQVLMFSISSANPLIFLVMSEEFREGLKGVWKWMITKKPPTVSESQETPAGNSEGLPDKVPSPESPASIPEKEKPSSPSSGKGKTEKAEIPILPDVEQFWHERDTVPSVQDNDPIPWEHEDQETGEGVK
* = called active by the depositor; & = joins results of further samples.

Each structure is followed by: MITF primary, TEAD-YAP block, FBW7 act, GPR151 ag
COC(=O)c1c(NC(=O)COC(=O)c2ccccc2O)sc2c1CCCCC2
→ 6, 5, -0.1, -0.7
O=C(c1ccccc1)N1CCN(C(=O)c2ccccc2)C2C1N(C(=O)c1ccccc1)CCN2C(=O)c1ccccc1 (centres undefined)
→ 14, -4, 0.1, -1.0
O=C(O)CCC(=O)n1c(/C=C/c2ccccc2)nc2ccccc21
→ -18, 83*, 0.1, -9.0
COc1ccc2c(c1)oc(=O)c1ccccc12
→ 0, -20, 0.0, 0.0
COc1cc(NC(=O)c2cnc(N3CCOCC3)s2)cc(OC)c1OC
→ 28, -6, -0.2, 1.6
COc1cc(C2/C(=C(/O)c3ccccc3)C(=O)C(=O)N2CCN)ccc1O (centres undefined)
→ 16, 2, 0.0, 2.3
NCCNC(=O)c1c(O)c2ccccc2oc1=O
→ -6, -2, -0.2, 0.5
O=C(CC12CC3CC(CC(C3)C1)C2)NCC(=O)NNC(=O)c1ccccc1
→ 4, 8, 0.4, -2.4
O=C(c1cccc(S(=O)(=O)NCc2ccccc2)c1)N1CCCc2ccccc21
→ 3, 2, 0.0, 0.3
CC(=O)Nc1ccc(Nc2nc(NCCCN3CCCC3=O)nc3c2ncn3CCN2CCCC2=O)cc1
→ 13, -10, 0.2, 0.7
COc1cc2c(-c3cc(Br)ccc3O)nc3c(c(-c4ccccc4)nn3-c3ccccc3)c2cc1OC
→ 5, 2, 0.0, 1.3
CN1[C@@H](C(=O)Nc2ccc(Cl)c(Cl)c2)C[C@@H](c2ccco2)NS1(=O)=O
→ 0, 2, 0.0, 0.9
Nc1c(C(=O)c2ccccc2)sc2nsc(SCCN3CCOCC3)c12
→ -14, -25, -0.2, -0.4
COCc1cc(CN(C)C2CCCCC2)c(O)c2ncccc12
→ 67*, 74*, -1.9, 0.2
COc1cccc(C2Nc3ccccc3NC3=C2C(=O)CC(C)(C)C3)c1OC (centres undefined)
→ -7, -5, 0.4, 0.0
COc1ccc(C(=O)NCC(C)C)cc1[N+](=O)[O-]
→ 12, 1, 0.3, 0.9
CCOC(=O)C1=NN(C(C)=O)C2C(=O)N(c3ccc(C)c(Cl)c3)C(=O)C12 (centres undefined)
→ 8, 6, 0.0, 0.9
COc1ccc(C2CC(=O)C3=C(C2)Nc2ccccc2NC3c2cccc(Br)c2)cc1 (centres undefined)
→ 2, -2, 0.2, -1.6
COC(CNC(=O)CCN(Cc1c(Cl)cccc1Cl)S(=O)(=O)c1ccc(C)cc1)OC
→ 9, 9, 0.0, 1.8
Cc1cccc(-n2nc3c(c2NC(=O)c2ccco2)CSC3)c1C
→ -12, 0, -0.1, -0.8
CCOC(=O)c1ccccc1NC(=O)c1sc2ncnc(N3CCCCC3C)c2c1C (centres undefined)
→ -13, 1, -0.1, -1.1
COc1ccc(C(=O)CSc2nnc(N)s2)c(OC)c1
→ 12, -18, 0.1, 0.2
O=C(/C=C/c1ccccc1)Nc1ccc2nc(SCC(=O)NC3CCCCC3)sc2c1
→ 1, 7, 0.0, -1.0
Cc1cc(NC(=S)N(CCCN2CCOCC2)Cc2ccco2)ccc1Cl
→ 8, 3, 0.0, 2.0
c1ccc(SCCN2CCOCC2)cc1
→ 32, 2, -0.1, 0.8
CCCc1cc(=O)[nH]c(Nc2ccc(OC)cc2)n1
→ 11, 2, 0.2, 4.3
C=CCOc1c(I)cc(/C=c2\sc3n(c2=O)C(c2ccc(N(C)C)cc2)C(C(=O)OCC)=C(C)N=3)cc1OC (centres undefined)
→ 7, -5, -0.1, -0.9
CS(=O)(=O)N(CC(=O)N/N=C/c1ccccc1O)c1ccc(F)cc1
→ 25, 7, -0.2, 0.6
O=C(N/N=C/c1ccc([N+](=O)[O-])cc1)c1cccc(N2CCCC2=O)c1
→ -10, -12, 0.0, 3.5
O=C(N1CCOc2ccccc21)n1ccnc1
→ -6, -1, 0.2, 0.0
CCC(=O)Nc1cc2nc3[nH]c(=O)n(C4CCCCCC4)c(=O)c3nc2cc1C
→ 12, -4, 0.0, 1.4
COc1ccc(Br)cc1CN1CCCC(C(=O)N2CCCCC2)C1 (centres undefined)
→ 84*, 6, -0.1, 0.4
CN1CCN(C(=O)c2ccc(-c3cccc(C(=O)Nc4ccccc4)n3)cc2)CC1
→ 14, 2, 0.2, -1.8
CCOP(=O)(OCC)C(NC(=O)c1cccs1)c1ccccc1 (centres undefined)
→ -5, -7, -0.1, -2.3
COc1ccc(OC)c(NC(=O)C(=O)N/N=C/c2ccc(OCc3ccccc3)cc2)c1
→ -16, 0, -0.1, -2.7
COc1ccc([C@@H]2C[C@H](OC(=O)c3cscn3)C(=O)N2C)cc1
→ 3, 4, -0.2, 0.8
O=C(NCc1ccccn1)c1cccc(OC2CCN(C(=O)c3cnsn3)CC2)c1
→ 8, 7, 0.0, 0.7
O=C(O)c1cccc(NC(=S)NC(=O)c2cc3ccccc3o2)c1
→ 15, -49, 0.3, 0.7
COc1ccc(C(=O)c2coc3ccc(O)c(CN(C)C)c23)cc1
→ 6, 7, -0.1, -0.2
Cc1cccc(Cn2c(SCC(=O)c3ccccc3)nc3c2c(=O)n(C)c(=O)n3C)c1
→ 10, -8, -0.1, -0.8
CC1CN(CC(O)COCCOc2ccc(C(C)(C)C)cc2)CC(C)O1 (centres undefined)
→ 0, 5, 0.0, -2.1
COc1cccc2cc(C(=O)Nc3ccccc3O)c(=O)oc12
→ -7, -63, -0.1, -0.6
O=C(c1nc2sccn2c1CN1CCCCC1c1ccccn1)N1CCCCC1 (centres undefined)
→ 3, -2, 0.9, -1.0
COCCn1c(SCc2cccnc2)nnc1-c1c[nH]c2ccccc12
→ 2, 3, 0.0, -0.2
CCN(CC)CCCNC(=O)c1nnn(Cc2ccccc2)c1N
→ -7, 4, 0.0, 0.9
Cc1cnc(CNC(=O)CN2Cc3ccccc3OC(c3ccccc3F)C2)cn1 (centres undefined)
→ 8, -14, 0.1, 1.4
Cc1ccccc1-n1c(CCN2CCN(C)CC2)n[nH]c1=S
→ 13, 5, 0.5, 0.7
Cc1noc(CNC(=O)C2CCN(C(=O)CC(c3ccccc3)c3ccccc3)CC2)n1
→ 1, 1, -0.1, 0.2
Cc1ccc(C)c(NC(=O)C2CC3CCC2C3)c1 (centres undefined)
→ 3, -13, 0.0, -0.4
COc1ccc(S(=O)(=O)CCC(=O)Nc2ccc(C)cc2Br)cc1
→ 5, -9, 0.0, 1.6
Cc1nc2cc(F)ccc2n1C1CCN(S(=O)(=O)c2ccccc2)CC1
→ 7, 4, -0.2, -0.5
O=C(NC(NCC1CCCO1)C(Cl)(Cl)Cl)c1cccs1 (centres undefined)
→ -1, 3, 0.4, -0.4
Cc1cc2ccccc2n2c(SCC(=O)N3CCCCC3)nnc12
→ 15, -1, 0.1, -0.7
COc1ccc(N(CC(=O)Nc2cccc(Cl)c2Cl)S(C)(=O)=O)cc1OC
→ 18, -11, 0.3, -2.2
COc1ccc(S(=O)(=O)N2Cc3ccccc3CC2C(=O)N2CCCCC2)cc1OC (centres undefined)
→ 9, -15, -0.2, -1.0
COc1ccc(OC)c(Nc2c(-c3ccc(C(C)C)cc3)c(=O)c2=O)c1
→ 17, 0, 0.4, 1.2
COc1ccc(C(=O)Nc2c(C)csc2C(=O)O)cc1
→ 4, -3, -0.1, 4.9*
C=CCn1c(SCC(=O)Nc2nccs2)nc2sc(CC)cc2c1=O
→ -4, 14, -0.1, 2.6
COc1cc(C(=O)OC2CCCCC2=O)cc(OC)c1C (centres undefined)
→ -2, -7, -0.3, 2.1
O=C(O)c1ccc(OCCN2C3=NCCN3c3ccccc32)cc1
→ -7, -6, 0.2, 0.4

The closing six entries of the part before come first, to join the parts.
Each structure is followed by: MITF primary, TEAD-YAP block, FBW7 act, GPR151 ag
COc1ccc(S(=O)(=O)N2Cc3ccccc3CC2C(=O)N2CCCCC2)cc1OC (centres undefined)
→ 9, -15, -0.2, -1.0
COc1ccc(OC)c(Nc2c(-c3ccc(C(C)C)cc3)c(=O)c2=O)c1
→ 17, 0, 0.4, 1.2
COc1ccc(C(=O)Nc2c(C)csc2C(=O)O)cc1
→ 4, -3, -0.1, 4.9*
C=CCn1c(SCC(=O)Nc2nccs2)nc2sc(CC)cc2c1=O
→ -4, 14, -0.1, 2.6
COc1cc(C(=O)OC2CCCCC2=O)cc(OC)c1C (centres undefined)
→ -2, -7, -0.3, 2.1
O=C(O)c1ccc(OCCN2C3=NCCN3c3ccccc32)cc1
→ -7, -6, 0.2, 0.4
Cc1ccc(CCNC(=O)C2CCCN2S(=O)(=O)c2ccc3c(c2)CCC(=O)N3)cc1 (centres undefined)
→ 3, 1, -0.2, -0.4
CC(C)N(CCNC(=O)c1csc(Oc2ccccc2)n1)C(C)C
→ 13, 9, 0.1, -2.0
COc1ccc(NC(=O)Cc2c(C(=O)O)n(C)c3ccccc23)cc1Cl
→ 23, 10, 0.1, 0.0
O=C(NCC1CCCO1)C1CC(=O)N(C2CCCC2)C1 (centres undefined)
→ 7, 2, 0.0, 2.1
COc1cc(NC(=O)Nc2ccc(Cl)cc2)c(OC)cc1Cl
→ 13, -7, 0.1, 1.3
Cc1cc(=O)n(C)c(=O)n1CCCCBr
→ -3, 2, -0.2, 0.7
COc1ccc(N2CCN(C(=O)C(C)N(c3ccc(OC)cc3)S(C)(=O)=O)CC2)cc1 (centres undefined)
→ 11, 8, -0.2, 0.1
COc1cccc(NC(=S)N(CCN2CCOCC2)C2CCN(C(C)=O)CC2)c1
→ -2, -5, 0.0, 2.3
COc1ccccc1N1C[C@@H]2C[C@@H](c3cccc(SC)c3)N3CCC[C@@]23C1=O
→ 3, 14, -0.1, -1.5
COC(=O)C1=C(C)N=c2s/c(=C\c3ccc(Cl)cc3)c(=O)n2C1c1cccs1 (centres undefined)
→ 12, -3, -0.1, -1.0
CC(C)c1ccc(/C=C2\SC(N3CCCCC3)=NC2=O)cc1
→ 2, 0, -0.2, 0.8
CC(=O)Oc1cccc(C(=O)Nc2ccc(CC(=O)O)cc2)c1
→ 17, 11, 0.1, 0.6
CC(C)(C)c1nnc(NC(=O)/C=C/c2cccc([N+](=O)[O-])c2)s1
→ -7, -4, -0.3, 0.0
C#CC(CC)(CC)NC(=O)Nc1ccc(OC)cc1
→ 7, -1, -0.1, -0.4
COCCNC(=O)c1ccccc1NC(=O)c1ccc([N+](=O)[O-])cc1
→ -8, -5, 0.0, 0.2
CCc1cccc(-n2nnc(-c3nc(-c4ccc(OC)cc4)no3)c2N)c1
→ 23, -13, 0.9, 2.1
CCOc1cc2c(c([N+](=O)[O-])c1)NC(C(=O)O)C1CC=CC21 (centres undefined)
→ 73*, 13, -1.0, -1.1
CCCCCC1CCC(c2ccc(-c3noc(-c4ccc(OC)c(OC)c4)n3)cc2)CC1 (centres undefined)
→ 2, -2, 0.0, 0.1
CC1=NN(c2ccc(Cl)c(C(=O)O)c2)C(=O)/C1=C\c1ccc(OCc2ccccc2)cc1
→ 17, -13, 0.2, -3.5
O=c1ccnc(SCc2ccc(Cl)cc2Cl)[nH]1
→ 1&1, -2&7, -0.1&0.0, 3.4&0.1
COc1cc(C)c(C(C)C)cc1S(=O)(=O)NCc1ccccc1
→ 17, 3, 0.1, -0.4
CC(C)CNC(=O)c1ccc(Br)cc1
→ 4, -4, -0.2, -0.6
O=c1c2ccccc2n2c(=O)[nH]nc2n1-c1ccccc1
→ 16, 0, -0.1, 2.0
Cc1ccccc1-c1nnn(CC(=O)N2CCCC2)n1
→ 2, -16, 0.0, 0.1
O=C(NCCCn1ccnc1)C(=O)NCC1OCCN1S(=O)(=O)c1ccccc1 (centres undefined)
→ 49, -2, -0.1, 0.0
COc1cccc(CNCCC2CCC(=O)N2CCc2nc3ccc(Cl)cc3[nH]2)c1 (centres undefined)
→ 0, 5, 0.0, 1.6
OCC(CO)(CO)NCCCNC(CO)(CO)CO
→ 13, -3, 0.2, -0.4
CN1CCN(CCCNC(=O)c2ccc3c(c2)NC(=O)c2ccccc2N3)CC1
→ 0, -2, 0.2, 1.1
CC(C)N(CCNC(=O)c1ccc2nc(N3CCCC3CO)sc2c1)C(C)C (centres undefined)
→ 5, 4, -0.1, -0.7
Cc1cc(C)c(NC(=S)N(CCCN2CCCC(C)C2)Cc2cccs2)c(C)c1 (centres undefined)
→ -6, 1, -0.1, 1.6
C[C@H]1C(=O)N2CCN(Cc3nc(-c4ccccc4)cs3)C[C@@H]2C(=O)N1C
→ -14, 4, 0.6, -1.0
Cc1ccc(C(=O)Nc2c3c(nn2-c2ccc(Cl)cc2)CS(=O)(=O)C3)cc1C
→ -4, 7, -0.1, 1.8
CCC(C)Oc1ccc(C=C2C(=O)NC(=O)NC2=O)cc1Cl (centres undefined)
→ 0, -3, -0.1, 3.0
CSc1nc2ccc(NC(=O)c3ccco3)cc2s1
→ 17, -62, 0.6, -2.0
O=C(NCC1CCC2(CCN(Cc3ccc4c(c3)OCO4)CC2)O1)c1cccc(F)c1 (centres undefined)
→ -2, 5, -0.1, -0.1
COC(=O)CCCC(=O)N1CCCC(C(=O)Nc2cccc(-c3cc4ccccc4[nH]3)c2)C1 (centres undefined)
→ -3, -3, 0.0, -1.3
CCOc1ccccc1NC(=O)C(Cc1ccccc1)NS(=O)(=O)c1cccs1 (centres undefined)
→ 1, 9, 0.2, 1.0

Fetched by structure from the list above, 4 records:
Each structure is followed by: MITF primary, TEAD-YAP block, FBW7 act, GPR151 ag
CCC(C)Oc1ccc(C=C2C(=O)NC(=O)NC2=O)cc1Cl (centres undefined)
→ 0, -3, -0.1, 3.0
CCOc1ccccc1NC(=O)C(Cc1ccccc1)NS(=O)(=O)c1cccs1 (centres undefined)
→ 1, 9, 0.2, 1.0
CSc1nc2ccc(NC(=O)c3ccco3)cc2s1
→ 17, -62, 0.6, -2.0
C[C@H]1C(=O)N2CCN(Cc3nc(-c4ccccc4)cs3)C[C@@H]2C(=O)N1C
→ -14, 4, 0.6, -1.0

From PubChem BioAssay
